Assay outcomes (PubChem BioAssay)
14-3-3 PPI: modulators of 14-3-3 gamma protein binding, primary screen, biochemical, fluorescence polarization; 14-3-3 protein gamma (Homo sapiens), P61981; FP, 14-3-3gamma / TMR-pS259-Raf peptide binding; inhibition, % at 40 µM; 160,000 tested, 0.19% active; AID 422, 2006; in the data active = inhibition above about 30%;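 note: 0% = protein plus tracer without compound and 100% = blank with tracer alone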
Target sequence (P61981 whole entry, looked up): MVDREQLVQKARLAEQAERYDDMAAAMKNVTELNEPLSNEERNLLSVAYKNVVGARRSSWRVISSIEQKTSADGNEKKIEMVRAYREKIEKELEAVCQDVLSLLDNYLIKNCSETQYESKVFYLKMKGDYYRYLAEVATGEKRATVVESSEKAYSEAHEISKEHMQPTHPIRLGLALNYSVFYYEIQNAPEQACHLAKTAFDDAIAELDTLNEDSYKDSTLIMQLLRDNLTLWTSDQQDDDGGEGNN
Numbers without * were called inactive; & = joins results of further samples. Not all compounds are listed; count on the stated rates, not on these rows.

SMILES	14-3-3 PPI
COc1ccccc1OCCSc1nc2ccc(Br)cc2[nH]1	-5
O=C1CN(C(=O)c2ccc(Br)o2)C(c2ccc(F)cc2)c2cc(F)ccc2N1 (centres undefined)	1
COc1ccc(NC(=O)C2c3ccccc3C(=O)N3CCc4cc(OC)c(OC)cc4C23)cc1Cl (centres undefined)	-11
CCOC(=O)c1c(N)n(C2CCCCC2)c2nc3ccccc3nc12	1
COc1ccc(Oc2c(C(F)(F)F)oc3cc(OC(=O)c4cccs4)ccc3c2=O)cc1	-5
CC(C)CCNC(=O)CCCC1=NS(=O)(=O)c2ccccc2N1	-5
CC1CCCC(NC(=O)Cn2c(=S)[nH]c3ccccc3c2=O)C1C (centres undefined)	-4
O=C(Nc1ccc(Oc2ccc(Cl)cc2)cc1)c1ncn[nH]1	-2
COc1cccc(-n2sc3c(c2=S)-c2cc(C)ccc2NC3(C)C)c1	1
CCOc1ccccc1-n1c(SCC(=O)c2cccc([N+](=O)[O-])c2)nnc1-c1cccnc1	0
CC1CCCCN1CCNC(=O)CN1C(=O)COc2ccccc21 (centres undefined)	-4
CN1CCN(c2nc(-c3ccc(F)cc3)cc(C(F)(F)F)n2)CC1	-1
Nc1ccc2c(c1)N1CCN=C1S2	0&9
CCn1cc(SCC(=O)Nc2nc3ccccc3s2)c2ccccc21	-10
CCOC(=O)CSc1nnc(-c2ccc(OC)cc2)o1	11
Cc1nc2n(n1)CC(O)CS2 (centres undefined)	-9
COc1ccc(-c2nc3sccn3c2Nc2ccc3c(c2)OCO3)cc1	-12
O=C(Cn1c(=O)oc2cc(S(=O)(=O)N3CCCC3)ccc21)N1CCN(c2ccccn2)CC1	-3
COc1ccc(-c2nnc(SCC(=O)Nc3cc(F)ccc3C)nc2-c2ccc(OC)cc2)cc1	-81
O=C(NCC1CCCO1)c1ccc2c(=O)[nH]c3c(C(=O)NC4CCCC4)sc(=S)n3c2c1 (centres undefined)	-82
Cc1cc(C)c(NC(=O)Cn2c(=O)n(-c3ccc4c(c3)OCO4)c(=O)c3c(C)c(C)sc32)c(C)c1	-17
COc1cc(Br)cc(C=Nc2cccc(C(=O)Nc3cccc4ccccc34)c2)c1O	-64
CC(=O)NC(NCCOC12CC3CC(CC(C3)C1)C2)(C(F)(F)F)C(F)(F)F	-6
CC(C)COC(=O)c1cccc(NC(=O)Cc2ccccc2)c1	-10
COC(=O)c1ccc2c(=O)n(Cc3cccs3)c(=S)[nH]c2c1	-8
SMILES	14-3-3 PPI
CCCCn1c(SCC#N)nc2c(sc(=S)n2CCc2ccccc2)c1=O	-6
CCCN1C(=O)CC(C)=Nc2ccccc21	-6
Cc1cc2c(=O)n(CC(=O)NCC(=O)NCCN3CCOCC3)cnc2s1	-1
CCN(CC)S(=O)(=O)c1ccc2c(c1)c(=O)c(C(=O)N(C)CCC#N)cn2C	-6
O=C(Nc1ccccc1-c1nc2ccccc2o1)c1ccc2c(c1)OCCO2	-10&-6
Cc1ccc(-c2ccccc2)n1-c1ccc(O)cc1	-14
COc1ccc(C(=O)Nc2ccccn2)cc1S(=O)(=O)N1CCOCC1	4
O=C(C1CCCO1)N1CCN(c2ncccn2)CC1 (centres undefined)	8
C=CCOC(=O)C1=C(C)N=C2SCCC(=O)N2C1c1ccc(OCC)c(OC)c1 (centres undefined)	-3
Cc1ccc(-n2nnnc2SCC(=O)NC(=O)Nc2ccc3c(c2)OCCO3)cc1	-8
COCCn1c(SCC(=O)Nc2ccc(S(=O)(=O)N3CCOCC3)cc2)nc2ccccc21	2
COc1ccc(Nc2c3c4c(c(Br)ccc4n(C)c2=O)C(=O)c2ccccc2-3)cc1	-39
C=CCc1cccc2cc(C(=O)Nc3cccc(Cl)c3C)c(=O)oc12	4
Cc1ccc2c(C)nc(NC3=NCN(CCc4ccccc4)CN3)nc2c1	-11
COC(=O)C1CCCN1S(=O)(=O)c1ccc2ccccc2c1 (centres undefined)	-5
NC(=O)c1cc2cc(Br)ccc2oc1=Nc1ccc(Br)cc1	14
CCS(=O)(=O)Nc1cccc(C2=NN(S(=O)(=O)CC)C(c3ccco3)C2)c1 (centres undefined)	-175
CCCCOC(=O)c1ccc(N=Cc2c(O)ccc3ccccc23)cc1	3
CCc1ccc(NS(=O)(=O)c2ccc3c(c2)CCN3C(=O)C2CC2)cc1	-8
COC(=O)COc1ccc(S(=O)(=O)NCc2ccco2)cc1Cl	3
CCOc1ccc(NC(=O)NC23CC4CC(CC(C4)C2)C3)cc1	2
O=C(Nc1nc(-c2ccc(Cl)cc2)cs1)c1c(O)c2cccc3c2n(c1=O)CCC3	1
CCCn1c(=O)c2[nH]c(C3CCCC3)nc2n(CCC)c1=O	-8&2
CC(=O)c1cccc(NC(=O)CN2C(=O)c3ccccc3C2=O)c1	-2
Cc1nn(-c2ccccn2)c2c1C(c1ccsc1)C1=C(CCCC1=O)N2 (centres undefined)	-18
SMILES	14-3-3 PPI
COc1cc(-c2nnc(SCC(=O)Nc3nccs3)o2)cc(OC)c1OC	1
C=CCn1c(SCC(=O)NCCN2CCOCC2)nc2sc3c(c2c1=O)CCC3	-8
O=C(COc1cccc(C(F)(F)F)c1)Nc1ncc(Cc2cccc(C(F)(F)F)c2)s1	-8
CN/C=C1\C(=O)C(C)(C)Oc2ccc3ccc(=O)oc3c21	-12
CCOC(=O)c1[nH]c(C)c(C(=O)OCCN2C(=O)c3ccccc3C2=O)c1C	-2
Cc1nnc(SCC(=O)NCCOc2ccc(Cl)cc2)n1-c1ccccc1	1
COC(=O)C1=C(C)Nc2nc(SCc3ccccc3)[nH]c(=O)c2C1c1cccc(F)c1 (centres undefined)	2
N#Cc1ccc(-c2nnnn2-c2ccc3c(c2)OCO3)cc1	-3
CC(=O)C1=C(O)C(=O)N(Cc2ccco2)C1c1ccccc1 (centres undefined)	-6&-2
Cc1ccc(NC(=O)c2cc3cc([N+](=O)[O-])ccc3oc2=O)c(C)c1	4
NC(=O)c1cc(-c2ccc(Br)cc2)no1	3
CCC(C)Sc1oc(-c2ccco2)nc1S(=O)(=O)c1ccc(Br)cc1 (centres undefined)	-56
Cc1onc(-c2ccccc2)c1C(=O)Nc1ccc2c(c1)OCO2	-5
C=CCSC1=C(C#N)C(c2ccc(OCC)cc2)CC(=O)N1 (centres undefined)	-6
CC(C)c1ccc(NC(=O)c2ccc(F)c(S(=O)(=O)NC3CCCC3)c2)cc1	0
COC(=O)c1sc2ccccc2c1NC(=O)C1CC1	-2
Cc1cc([N+](=O)[O-])nn1CCCC(=O)N1CCN(c2ccccc2)CC1	0
CC(C)OC(=O)C(C)(C)Oc1ccc(C(=O)c2ccc(Cl)cc2)cc1	0&-3
COc1ccc(C2C(C(C)=O)=C(O)C(=O)N2CCN(C)C)cc1OC (centres undefined)	2
CCn1c(=O)cc(OCC(=O)NCCCN2CC(C)CC(C)C2)c2ccccc21 (centres undefined)	-1
COCCCNC(=O)c1cccc(C(=O)NCCCOC)c1	-7
CCOc1ccc(NC(=O)N(C2CCCCC2)C2CCN(C(C)=O)CC2)cc1	-1
Cc1cc(C)nc(SCc2ccc(C(=O)O)o2)n1	1&4
C/C(Cl)=C/CN1C(=O)C2C3C=CC(C3)C2C1=O (centres undefined)	-2
COc1ccc(C(c2nnnn2CC2CCCO2)N2CCN(c3cccc(C)c3C)CC2)cc1 (centres undefined)	-1

Given as a markdown table: six of the compounds above
| mol | 14-3-3 PPI |
| --- | --- |
| Cc1onc(-c2ccccc2)c1C(=O)Nc1ccc2c(c1)OCO2 | -5 |
| Cc1nnc(SCC(=O)NCCOc2ccc(Cl)cc2)n1-c1ccccc1 | 1 |
| COc1ccc(C2C(C(C)=O)=C(O)C(=O)N2CCN(C)C)cc1OC (centres undefined) | 2 |
| CCn1c(=O)cc(OCC(=O)NCCCN2CC(C)CC(C)C2)c2ccccc21 (centres undefined) | -1 |
| CCOc1ccc(NC(=O)N(C2CCCCC2)C2CCN(C(C)=O)CC2)cc1 | -1 |
| NC(=O)c1cc(-c2ccc(Br)cc2)no1 | 3 |

More entries follow:
SMILES	14-3-3 PPI
Cc1ccc2nc(-c3cccc(NC(=O)c4cc([N+](=O)[O-])ccc4Br)c3)oc2c1	-27
Cc1ccc2c(c1)-c1ccccc1S(=O)(=O)N2C(=O)c1ccccc1	0
Cc1ccc(CNC(=O)c2cn(C3CCCCC3)c(=O)c3c2c2ccccc2n3C)o1	5&3
CC1=C(C(=O)OCC2CCCCC2)C(c2cccc(Cl)c2)NC(=O)N1 (centres undefined)	-4
CCOc1cccc2cc(-c3nnc(Nc4ccccc4OC)s3)c(=O)oc12	-107
c1coc(CNc2ncnc3nc[nH]c23)c1	3
CCOC(=O)CSc1nc(N(C)C)nc(N(C)C#N)n1	-2
O=C(CSc1nccc(=O)[nH]1)N1c2ccccc2CCc2ccccc21	3
O=C1C(Cl)=C(NCC2CCCO2)C(=O)N1c1ccccc1 (centres undefined)	-1&6
O=C(O)c1cccc(NC(=O)C2C3CCC(C3)C2C(=O)O)c1 (centres undefined)	-5
COC(=O)c1ccc(C2C(Oc3ccccc3)C(=O)N2c2cccc(Cl)c2)cc1 (centres undefined)	14
O=C1CCCCCC1C1(O)C(=O)Nc2ccc(Br)cc21 (centres undefined)	-5
NC(=O)C1CCN(C(=O)CCCn2c(=O)[nH]c3ccc(Br)cc3c2=O)CC1	9
CCSc1nnc(N(CCC#N)CCC#N)s1	2
CC(=O)N(C(C)=O)c1ccccc1-c1ccccc1	-2
O=C(O)c1cc(Sc2ccc(Cl)cc2)nc2ccccc12	-3
Cc1cc(N2CCCN(C)CC2)nc2cc(Cl)ccc12	-2
Cc1ccn(CCSCC(=O)O)n1	0
COc1cccc(C2C(C(=O)Nc3ccc(F)cc3)=C(C)NC3=C2C(=O)CC(c2ccccc2)C3)c1OC (centres undefined)	-2
O=C(C1CCN(S(=O)(=O)c2cccs2)CC1)N1CCN(Cc2ccccc2)CC1	-3
Cc1ccccc1NC(=O)c1cc2c(CO)cnc(C)c2oc1=Nc1ccc(Cl)cc1	7
COc1ccc(-n2c(C)nc3cc(C(=O)NCc4cccnc4)ccc32)cc1	-98
Cc1cccc(NC(=O)c2c(NC(=O)c3cccs3)sc3c2CCC(C)C3)c1 (centres undefined)	-4
COc1ccc(OC)c(CN2CCN(Cc3ccco3)CC2)c1	2
CC1CCCN(S(=O)(=O)c2ccc(F)c(C(=O)NCCC3=CCCCC3)c2)C1 (centres undefined)	0
O=C(CSc1cn(Cc2ccc(F)cc2)c2ccccc12)Nc1ccccc1C(F)(F)F	7
CCOC(=O)C1CCN(C(=O)COc2cc(C)c(Br)c(C)c2)CC1	4
CC1=C(C(=O)OCCOc2ccccc2)C(c2ccc(N(C)C)cc2)C2=C(CC(C)(C)CC2=O)N1 (centres undefined)	-4
CC(C)COC(=O)C1C2C=CC3(CN(C4CCCCC4)C(=O)C13)O2 (centres undefined)	0

Reprinted from the results shown (3 entries):
SMILES	14-3-3 PPI
CCOC(=O)C1CCN(C(=O)COc2cc(C)c(Br)c(C)c2)CC1	4
CC1=C(C(=O)OCCOc2ccccc2)C(c2ccc(N(C)C)cc2)C2=C(CC(C)(C)CC2=O)N1 (centres undefined)	-4
CC(C)COC(=O)C1C2C=CC3(CN(C4CCCCC4)C(=O)C13)O2 (centres undefined)	0

Look-ups from the entries so far.
Entry for `CC(=O)C1=C(O)C(=O)N(Cc2ccco2)C1c1ccccc1` (centres undefined) in 14-3-3 PPI: -6&-2
Entry for `CC(C)OC(=O)C(C)(C)Oc1ccc(C(=O)c2ccc(Cl)cc2)cc1` in 14-3-3 PPI: 0&-3
Entry for `Cc1ccccc1NC(=O)c1cc2c(CO)cnc(C)c2oc1=Nc1ccc(Cl)cc1` in 14-3-3 PPI: 7
Entry for `COc1ccc(NC(=O)C2c3ccccc3C(=O)N3CCc4cc(OC)c(OC)cc4C23)cc1Cl` (centres undefined) in 14-3-3 PPI: -11
Entry for `O=C(Nc1nc(-c2ccc(Cl)cc2)cs1)c1c(O)c2cccc3c2n(c1=O)CCC3` in 14-3-3 PPI: 1
Entry for `N#Cc1ccc(-c2nnnn2-c2ccc3c(c2)OCO3)cc1` in 14-3-3 PPI: -3

4 entries from above, with each value named:
Structure: COc1ccc(-c2nnc(SCC(=O)Nc3cc(F)ccc3C)nc2-c2ccc(OC)cc2)cc1
- 14-3-3 PPI = -81
Structure: CCCN1C(=O)CC(C)=Nc2ccccc21
- 14-3-3 PPI = -6
Structure: CCS(=O)(=O)Nc1cccc(C2=NN(S(=O)(=O)CC)C(c3ccco3)C2)c1 (centres undefined)
- 14-3-3 PPI = -175
Structure: Cc1ccc2c(c1)-c1ccccc1S(=O)(=O)N2C(=O)c1ccccc1
- 14-3-3 PPI = 0
